ELG1 repair inh: ELG1-dependent DNA repair inhibition; HEK293T ELG1-luciferase reporter, luminescence, 16 h; DNA damage induced by 5-fluorouridine; Potency, µM (doses to about 46.1 µM), for the others: at the highest dose activity change, negative = inhibition, most hits filed as inhibitors; hit rate 2.3% among 330,000; AID 504467; further: potency means the concentration at half of the fitted maximal effect; on the % scale 0 is the no-effect control and ±100 the full control effect; nearly all actives have a fitted effect of over 55% in size
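DMSO vehicle served as the neutral condition. Each well held 2,000 cells given 5-fluorouridine plus compound; after 16 hr at 37 °C/5% CO2, ONE-Glo was added and luciferase measured 30 min later.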
Tb PFK block: inhibitors of T. brucei phosphofructokinase | T. brucei PFK, ADP-Glo luminescence | Potency, µM (titrated, usually from 57.5 µM), for the others: at the top dose activity, negative = inhibition, most hits filed as inhibitors | hit rate 0.17% among 330,000;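 further: potency means the concentration at half of the fitted maximal effect; 0% = uninhibited 1x PFK enzyme wells and -100% = no-enzyme wells; nearly all actives have a fitted effect of over 60% in size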
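ADP-Glo luminescence quantified ADP after 45 min at room temperature, with 1.25 nM T. brucei PFK, 0.1 mM ATP and 0.5 mM fructose-6-phosphate in pH 8.0 TEA buffer. qHTS titrations up to 57 µM; curves classified by quality.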
BCR signal inh: blocks chronic active B-cell receptor signaling | AID 493014 | ABC-DLBCL IkBa-CBG/CBR reporter, luminescence ratio, 4 h | hit rate 0.05% among 340,000 | Potency, µM (doses to about 46.1 µM), for the others: at the top dose ratio change, negative = lower green/red ratio, actives largely listed as inhibitors; active means well fitted inhibition curve with a large enough effect in the signal ratio, with a control signal flat, not every such curve was filed as active; inconclusive means small, poorly fitted or top-dose-only effect, or effect the other way, or a change in a side signal; the % refers to the signal ratio;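 further: potency means the concentration at half of the fitted maximal effect; plate controls were basal doxycycline-induced cells for no effect and cells given 10 µM MG132 for full effect; MG132 reads +100%, hits lower the ratio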
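TMD8 ABC-DLBCL cells carrying doxycycline-inducible green luciferase fused to IkappaBalpha plus unfused red luciferase were exposed to compounds (up to 46 uM) for 4 hrs at 37C. Activity came from the overlap-corrected green/red luminescence ratio.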
B2AR arrestin: beta2AR (human) beta-arrestin recruitment activity; beta-arrestin recruitment to beta2AR, cell-based reporter; Potency, µM (highest dose often 46.1 µM), inactives show at the top dose activation, usual class: activators; hit rate 0.02% among 330,000; AID 492947;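 further: potency means the concentration at half of the fitted maximal effect; 0% = DMSO controls and full agonism = EC100 isoproterenol or metaproterenol; nearly all actives have a fitted effect of over 65% in size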
uPA generation: cell surface uPA generation inhibition. AID 540303. hit rate 0.31% among 330,000. Potency, µM (series often up to 38.3 µM), inactives show top-dose activity change, negative = inhibition, usual class: inhibitors. cell surface uPA generation assay, qHTS; active means well fitted inhibition curve with a large enough effect; inconclusive means small, poorly fitted or top-dose-only effect; inactive means no such curve, though single readings can be large or run the other way; tested in mouse RAW 264.7 cells; further: potency means the concentration at half of the fitted maximal effect; on the % scale 0 is the no-effect control and ±100 the full control effect; nearly all actives have a fitted effect of over 55% in size
PTAP TSG101 blk: blocks PTAP/TSG101 interaction to inhibit HIV-1 budding; Potency, µM (top dose mostly 115 µM), for the others: top-dose activity change, negative = inhibition, actives largely listed as inhibitors; Q99816; Fluorescence polarization, FITC-PTAP peptide / Tsg101 binding; 340,000 tested, under 10 active; active means well fitted inhibition curve with a large enough effect in the main read-out, with a control signal flat, not every such curve was filed as active; inconclusive means small, poorly fitted or top-dose-only effect, or effect the other way, or a change in a side signal; inactive means no such curve, though single readings can be large or run the other way; further: potency means the concentration at half of the fitted maximal effect; % of control where 0% means no effect
Target sequence (Q99816 whole entry, looked up): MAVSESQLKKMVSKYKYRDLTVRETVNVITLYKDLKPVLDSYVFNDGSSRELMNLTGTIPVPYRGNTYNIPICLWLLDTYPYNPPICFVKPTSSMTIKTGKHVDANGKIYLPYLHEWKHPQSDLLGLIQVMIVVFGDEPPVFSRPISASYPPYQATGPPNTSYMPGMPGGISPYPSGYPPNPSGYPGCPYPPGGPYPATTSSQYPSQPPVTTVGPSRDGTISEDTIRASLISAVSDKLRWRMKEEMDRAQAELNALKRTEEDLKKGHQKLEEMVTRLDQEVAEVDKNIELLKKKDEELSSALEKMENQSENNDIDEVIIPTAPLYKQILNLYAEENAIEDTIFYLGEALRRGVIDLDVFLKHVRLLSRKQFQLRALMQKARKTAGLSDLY
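Fluorescence polarization binding of Tsg101 binding domain (10 uM final) to FITC-labeled PTAP peptide (50 nM final) in HEPES pH 7.5 buffer with NaCl, Tween 20, EDTA, TCEP. Compounds added before peptide; binding 20 min at RT.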
TCR activator: T cell receptor activation; primary human leukocytes, anti-CD3, IL-2 HTRF, 48 h; Potency, µM (highest dose often 9.22 µM), inactives show at the highest dose activation of IL-2 secretion, actives largely listed as activators; 330,000 tested, under 10 active; AID 504894; further: % of control where 0% means no effect
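TCR engagement came from a-CD3 beads alone, with compounds added to primary human leukocytes for 48 hr. Secreted IL-2 bridged europium cryptate- and d2-labelled anti-IL-2 antibodies, giving FRET emission at 665nm after 320nm excitation.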
Eya2 phos inh: blocks the phosphatase activity of human Eya2. recombinant Eya2, OMFP fluorescence dephosphorylation (OMFP is methylfluorescein phosphate). hit rate 0.006% among 330,000. AID 488837. O00167. Potency, µM (series often up to 76.9 µM), without a hit: top-dose activity, negative = inhibition, actives largely listed as inhibitors; further: potency means the concentration at half of the fitted maximal effect; on the % scale 0 is the no-effect control and ±100 the full control effect
Target sequence (O00167 whole entry, looked up): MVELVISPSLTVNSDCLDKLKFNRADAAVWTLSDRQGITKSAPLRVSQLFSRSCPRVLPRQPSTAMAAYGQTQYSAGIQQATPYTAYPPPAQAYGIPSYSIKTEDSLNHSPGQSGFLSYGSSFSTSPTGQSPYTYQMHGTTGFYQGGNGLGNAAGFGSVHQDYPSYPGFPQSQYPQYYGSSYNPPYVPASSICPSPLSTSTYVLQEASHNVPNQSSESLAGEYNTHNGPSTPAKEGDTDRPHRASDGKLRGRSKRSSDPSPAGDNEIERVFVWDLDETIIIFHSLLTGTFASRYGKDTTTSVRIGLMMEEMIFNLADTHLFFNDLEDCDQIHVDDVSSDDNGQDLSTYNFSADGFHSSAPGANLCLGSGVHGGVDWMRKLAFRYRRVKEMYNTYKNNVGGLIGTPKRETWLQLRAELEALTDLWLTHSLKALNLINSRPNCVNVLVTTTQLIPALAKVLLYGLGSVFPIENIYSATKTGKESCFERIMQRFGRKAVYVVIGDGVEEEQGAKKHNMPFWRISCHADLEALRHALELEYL
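Eya2 (0.2 uM) preincubated 10 min at ambient with compound, then OMFP substrate added at 50 uM; 10 min reaction in 50 mM HEPES pH 7.5, 50 mM NaCl, 5 uM MgCl2, 0.05% BSA, 1 mM DTT. Fluorescence read at Ex 485/Em 525 nm.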
USP2a inh: blocks human ubiquitin-specific protease USP2a; Potency, µM (top dose mostly 38.3 µM), for inactives: top-dose activity change, negative = inhibition, actives largely listed as inhibitors; USP2 core, Ub-CHOP2 coupled fluorogenic reporter, 485/531; hit rate 0.01% among 330,000; O75604;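 further: potency means the concentration at half of the fitted maximal effect; plate controls were DMSO wells for no effect and full inhibition by NEM control for full effect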
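Cell-free coupled assay: 10nM USP2 core preincubated 30min RT with compound in Tris-HCl pH 8.0/CaCl2/CHAPS buffer, then 25nM Ub-CHOP2 and 25nM reporter substrate; fluorescence (Ex 485/Em 531) read after 60min RT, normalized to NEM inhibition, concentration-response curves fitted.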
TSHR antagonist: antagonists of human thyroid stimulating hormone receptor; P16473; TSHR-expressing cells, TSH-stimulated cAMP HTRF, 2 h; active compounds read low; activity change, negative = inhibition, % at 11.5 µM; hit rate 0.2% among 330,000;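 active means activity change below a set negative limit, meaning inhibition stronger than a set level, cut at about -70% in these data; inconclusive means activity change between two set negative limits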; further: on the % scale 0 is the no-effect control and ±100 the full control effect
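TSHR-expressing cells, 200/well, pre-treated with compound, then stimulated with EC80 TSH (4nM final) for 2 hours at 37 deg C. cAMP measured by competitive HTRF: anti-cAMP cryptate antibody in lysis buffer plus cAMP-d2, read after 30 minutes at room temperature.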
Mito fusion yeast: inhibitors of mitochondrial division or activators of mitochondrial fusion. Potency, µM (top dose mostly 46.1 µM), for inactives: top-dose growth rescue (activation), hits mostly activators. S. cerevisiae fusion-defective mutant growth rescue, CellTiterGlo 48 h. hit rate 0.23% among 320,000;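 further: potency means the concentration at half of the fitted maximal effect; % of control where 0% means no effect; nearly all actives have a fitted effect of over 45% in size; temperature-sensitive fusion mutants such as fzo1-1 at 37 °C on non-fermentable ethanol glycerol medium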
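Yeast fusion mutant, YPEG (non-fermentable carbon), compound, 48 h at 37C non-permissive; CellTiterGlo added, 10 min RT, luminescence read. Rescued growth = division inhibition.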
Starred values were filed as active, the others as inactive; ? = inconclusive; . = no result given; [ ] = dose if it differs, or a comment. Unless noted, the call rests on the fitted dose curve; in most records, active means well fitted curve in the direction sought with a large enough effect; inconclusive means small, poorly fitted or top-dose-only effect, or another doubt; inactive means no such curve, though single readings can be large; an effect the other way counts as inactive or inconclusive. Compounds were not picked by outcome. Share with any hit: about 3%.

Second line of a record – ELG1 repair inh | Tb PFK block | BCR signal inh | B2AR arrestin | uPA generation | PTAP TSG101 blk | TCR activator | Eya2 phos inh | USP2a inh | TSHR antagonist | Mito fusion yeast
1	CN(C)S(=O)(=O)c1cccc(C(=O)OCC(=O)c2c(N)n(C)c(=O)n(C)c2=O)c1
    0% | -1% | ? | 0.1% | -4% | 1% | -1% | -2% | 0% | 9 | -1%
2	CCc1cccc(C)c1NC(=O)Cn1c(NCCO)nc2ccccc21
    11% | -12% | -10% | 1.1% | 1% | 1% | -1%[46.1 µM] | -10% | -1% | 1 | -14%
3	C/C(=N\NC(=O)C1CCCN(S(=O)(=O)c2ccccc2)C1)c1ccncc1 (configuration not stated)
    1% | -4% | -11% | 0.1% | 0% | -5% | 0% | 12% | 1% | -8 | -2%
4	CCCN1CCC(NC(=O)C2CC=CCC2C(=O)O)CC1 (configuration not stated)
    0% | -1% | -1% | -0.2% | 4% | -1% | 1% | 5% | -1% | 44 | 1%
5	O=c1ccc(-c2ccc(S(=O)(=O)N3CCCCC3)o2)n[nH]1
    5% | 3% | 2% | -0.2% | 0% | -2% | -3% | 3% | 3% | 7 | -13%
6	O=C(O)c1nn(-c2ccccc2)ccc1=O
    3% | 1% | -16% | -0.6% | -7% | -6% | 0% | 18% | 5% | 3 | 0%
7	COc1cc(CNCc2c[nH]c3ccccc23)cc(OC)c1
    ? | -2% | ? | -0.3% | -6% | 0% | . | 1% | 0% | 2 | 0%
8	COc1ccc(-c2csc3nc(-c4cccnc4)nc(N4CCC(C(N)=O)CC4)c23)cc1OC
    -13% | -6% | ? | -0.8% | 3% | 0% | -10%[46.1 µM] | -4% | 0% | -23 | 1%
9	Cc1onc(-c2ccccc2)c1C(=O)NCCCc1ccccc1
    0% | -9% | 0% | 0.2% | -20% | -6% | -3% | 9% | -4% | 18 | -5%
10	CC(C)C(=O)Nc1cccc(C(=O)Nc2cc([N+](=O)[O-])ccc2Cl)c1
    ? | -7% | -1% | 0.1% | -13% | -2% | 5% | 7% | -1% | 2 | 0%
11	O=c1c2c3c(sc2ncn1/N=C/c1ccncc1)CCCC3
    -7% | 2% | -6% | -0.1% | 7% | -2% | 7% | 7% | 0% | -6 | -3%
12	COc1ccc(C(=O)COC(=O)CNC(=O)c2cccs2)cc1Br
    17% | -3% | 0% | -0.2% | 4% | -2% | 0% | 1% | 0% | 22 | -5%
13	CN1CCN(c2ccc(Cl)cc2NC(=O)/C=C/c2cccc(F)c2)CC1
    16% | -2% | ? | 0.0% | 4% | -3% | 2% | ? | 0% | 6 | 16%
14	CC(C)CN(C(=O)COC(=O)c1cnc(Cl)c(Cl)c1)c1c(N)n(Cc2ccccc2)c(=O)[nH]c1=O
    ? | 2% | 7% | -0.1% | 1% | 1% | 8% | 3% | 0% | 9 | -5%
15	CCCOc1ccc(C(=O)Nc2ccc(S(=O)(=O)Nc3cc(C)nc(C)n3)cc2)cc1
    -6% | 16% | 4% | -0.8% | -5% | -2% | 4% | -25% | -2% | -11 | -3%
16	CCc1ccc(N(C(=O)c2csnn2)C(C(=O)NC(C)(C)C)c2cccnc2)cc1 (configuration not stated)
    10% | 4% | 2% | -0.4% | 0% | 1% | -1% | -3% | 7% | -5 | -1%
17	Cc1ccc(NC(=O)CN(C)C(=O)c2cc(S(=O)(=O)N(C)C)ccc2N2CCCC2)cc1
    1% | -3% | 4% | -0.4% | 0% | -2% | -8% | -4% | 5% | 2 | -5%
18	COC(=O)c1cccc(NC(=O)Cc2ccc(OC)cc2)c1C
    13% | -4% | -9% | -0.1% | -1% | 1% | -26% | -1% | 2% | 6 | -3%
19	Cc1ccc(-c2csc(N3CCN(c4cc5c(cc4Cl)nc(-c4ccncc4)n5CCN4CCCCC4)CC3)n2)cc1
    -5% | 1% | -2% | 0.4% | 4% | -3% | 0% | 5% | -1% | -3 | -7%
20	CSc1sccc1/C=N/NC(=O)c1ccncc1
    0% | -5% | -1% | -0.9% | 2% | -7% | -1%[46.1 µM] | -1% | 5% | 2 | 10%
21	CN(C)CCCNc1cn[nH]c(=O)c1Cl
    -5% | 1% | 4% | -0.3% | -6% | -12% | 2% | -5% | 6% | 1 | -2%
22	CCCCCOc1ccc(C(=O)C(c2ccccc2)N2CCOCC2)cc1 (configuration not stated)
    -19% | -1% | 10% | -0.3% | 7% | -2% | -14%[46.1 µM] | -17% | 0% | -3 | 15%
23	Cc1cccc2cc(C#N)c(SCC#N)nc12
    2% | -11% | ? | -0.6% | 11% | 1% | 8% | 0% | 2% | -2 | -27%
24	Cc1c(C(=O)NCc2cccnc2)sc2nc(-c3ccc(F)cc3)cn12
    ? | ? | ? | 0.0% | ? | -8% | 2% | -5% | 1% | -14 | 16%
25	Cc1ccnc(NC(=O)CCN2C(=O)c3ccccc3S2(=O)=O)n1
    ? | 8% | -8% | -0.2% | 6% | 0% | 3% | 10% | 1% | -14 | 4%
26	C=CCNc1nnc(SCC(=O)N2CCC(C(N)=O)CC2)s1
    26% | -4% | -3% | 0.2% | 6% | -1% | 6% | -18% | 0% | 23 | -4%
27	COc1ccc2c(c1)O[C@@H](c1cccc(C(F)(F)F)c1)[C@H](OC(=O)Nc1ccc(OC(F)F)cc1)C2=O
    ? | -4% | ? | -0.7% | ? | -1% | -5% | 6% | 2% | -7 | 27%
28	CC(C)CNC(=O)NC(=O)COC(=O)COc1ccc(Cl)cc1Cl
    -4% | 1% | 1% | 0.4% | 1% | -4% | 7% | -4% | 10% | 10 | -4%
29	CCc1cccc(NC(=O)C2CCN(S(=O)(=O)c3ccc4[nH]c(=O)ccc4c3)CC2)c1
    8% | -1% | -10% | -0.2% | 4% | 0% | -8% | 15% | 2% | 1 | 0%
30	CCOC(=O)CSc1nc2c(cnn2-c2ccc(C)cc2)c(=O)[nH]1
    11% | 0% | 9% | 0.3% | 5% | -5% | -9% | 10% | 2% | 19 | 3%

The final 2 entries of the part above open the next one.
Second line of a record – ELG1 repair inh | Tb PFK block | BCR signal inh | B2AR arrestin | uPA generation | PTAP TSG101 blk | TCR activator | Eya2 phos inh | USP2a inh | TSHR antagonist | Mito fusion yeast
29	CCc1cccc(NC(=O)C2CCN(S(=O)(=O)c3ccc4[nH]c(=O)ccc4c3)CC2)c1
    8% | -1% | -10% | -0.2% | 4% | 0% | -8% | 15% | 2% | 1 | 0%
30	CCOC(=O)CSc1nc2c(cnn2-c2ccc(C)cc2)c(=O)[nH]1
    11% | 0% | 9% | 0.3% | 5% | -5% | -9% | 10% | 2% | 19 | 3%
31	COCCNC(=O)CN(c1cc(Cl)ccc1OC)S(C)(=O)=O
    3% | -2% | -1% | -0.1% | 15% | -3% | -3% | -14% | 0% | 1 | -1%
32	O=C(Nc1ccc(F)cc1F)Nc1ccccc1C(=O)NCCN1CCNC1=O
    2% | 1% | ? | -0.6% | 3% | -1% | 2% | 2% | 4% | 1 | 2%
33	COCCN(Cc1ccco1)C(=O)C1CCCN(c2ncnc3c2nc2n3CCCCC2)C1 (configuration not stated)
    -22% | 4% | 1% | 0.0% | 0% | 1% | 4% | -2% | 0% | -7 | -4%
34	CC(C)(C)c1nnc(NC(=O)c2ccc3c(c2)OCO3)s1
    ? | ? | 6% | -0.3% | -5% | -3% | 4% | 3% | 0% | -4 | 6%
35	CCOC(=O)CCc1c(C)c2ccc(OCC(=O)N(CC)CC)c(C)c2oc1=O
    18µM* | 1% | -10% | 0.4% | 6% | -5% | 0% | -22% | -1% | 0 | -6%
36	COc1cccc(Cn2c(-c3nonc3N)nc3ccccc32)c1
    22% | 0% | ? | -0.2% | -15% | -2% | 1% | -44% | 1% | 9 | 3%
37	CCCCn1c(N)c(N(CCOC)C(=O)CCc2ccc(OC)cc2)c(=O)[nH]c1=O
    11% | 3% | -1% | -0.1% | -5% | -4% | -3%[46.1 µM] | 3% | -3% | 14 | 3%
38	O=C(Nc1nnc(SCC(=O)N2CCCCC2)s1)c1ccccc1F
    ? | -7% | 0% | 0.3% | -15% | -1% | -6% | -1% | -2% | -14 | 6%
